# Screening results from PubChem.
# Rad51 HR inh: human RAD51 strand exchange inhibitors, primary screen, biochemical, fluorescence; 200,000 compounds, 0.085% hits; DNA repair protein RAD51 homolog 1 (Homo sapiens), Q06609; AID 1385, 2008; hRad51 DNA strand exchange, fluorescence dequenching; inhibition, % at 10 µM;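 active = inhibition above 40% at the single screening dose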;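 also: 0% = DMSO control wells and 100% = blanks with heterologous ssDNA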
#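 Material: Human Rad51 nucleoprotein filaments preassembled on unlabelled ssDNA | Also added: Labelled 47-mer dsDNA for strand exchange | Dosing: Single dose, 10 µM final compound | Schedule: 30-min compound preincubation and 15-min exchange, both room temperature | Technique: Fluorescence dequenching at 485/520 nm | Measure: Percent inhibition relative to plate controls and blanks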
# L929 necroptosis: inhibitors of zVAD-triggered necroptosis, primary screen, L929 cells; L929 zVAD necroptosis rescue, ATP luminescence, 24 h; with zVAD 60 µM; viability rescue, % at 10 µM; 220,000 compounds, 0.38% hits; AID 1377, 2008;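 active = activation, scaled between plate controls, above about 75%, limit read from the data; inactive = activation under that limit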;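 also: 0% = zVAD with DMSO and 100% = DMSO alone without zVAD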
# m-calpain inh: inhibitors of pig calpain II, primary screen, biochemical, fluorogenic peptide substrate, 1536-well; purified calpain II, 30 min; inhibition, % at 16 µM; 220,000 compounds, 0.37% hits;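 active = inhibition above about 50%, limit read from the data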
# PERK inh: block of dimerizer-induced PERK translation repression, primary screen, PERK inhibitor project, CHO PERK-DD cells, SEAP luminescence, HTS; CHO PERK-DD fusion, SEAP luminescence translation reporter; inhibition, % at 5.6 µM; 220,000 compounds, 0.17% hits; Eukaryotic translation initiation factor 2-alpha kinase 3 (Homo sapiens), Q9NZJ5;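 active = inhibition above the mean inhibition of all tested compounds plus 3 SD, set separately per screening campaign, cut at about 2.9% in these data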;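 also: PERK kinase domain activated by AP20187 dimerizer at 100 nM; 0% = DMSO with dimerizer and 100% = rapamycin at 8.4 µM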
# TNF death inh: inhibitors of TNF-alpha triggered necroptosis, primary screen, cell-based, Jurkat FADD-/-, single concentration. 220,000 compounds, 0.068% hits. Jurkat FADD-/- TNF necroptosis rescue, ATP luminescence, 24 h; 0 = TNF only, 100 = no-TNF cells. activation (protection from cell death), % at 10 µM;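 active = activation, meaning protection from cell death, of at least 50% relative to plate controls; inactive = activation below 50%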;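 also: necroptosis triggered by 40 ng/mL TNF-alpha added together with compound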
# eIF4E-4G inh: eIF4E–eIF4G protein interaction inhibitors, primary screen, biochemical, uHTS, TR-FRET, eIF4GI fragment. 220,000 compounds, 0.37% hits. Eukaryotic translation initiation factor 4E (Mus musculus) + Eukaryotic translation …. TR-FRET eIF4E-eIF4GI(517-606) binding, 2 h. AID 782, 2007. inhibition, % at 21.7 µM;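 active = inhibition above about 30%, limit read from the data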;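 also: 0% = full FRET control wells and 100% = background wells lacking eIF4GI fragment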
# KCC2 mod: KCC2 cotransporter modulators, thallium flux, primary screen, cell-based, HEK293 KCC2, FluoZin-2 fluorescence, MLSMR. Solute carrier family 12 member 5 (Homo sapiens), Q9H2X9. KCC2 cells, thallium flux FluoZin-2 fluorescence. B-score of Tl+ flux slope (higher = more flux/activation; lower = inhibition) at 10 µM. 190,000 compounds, 2.2% hits. AID 1456, 2008;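 active = thallium flux slope and its plate-corrected score both differing from the plate sample mean at a set confidence after two filtering rounds, in either direction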;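 also: slope of fluorescence scaled to starting intensity during 10 to 20 s after thallium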
# Target sequence (Q9H2X9 whole entry, looked up): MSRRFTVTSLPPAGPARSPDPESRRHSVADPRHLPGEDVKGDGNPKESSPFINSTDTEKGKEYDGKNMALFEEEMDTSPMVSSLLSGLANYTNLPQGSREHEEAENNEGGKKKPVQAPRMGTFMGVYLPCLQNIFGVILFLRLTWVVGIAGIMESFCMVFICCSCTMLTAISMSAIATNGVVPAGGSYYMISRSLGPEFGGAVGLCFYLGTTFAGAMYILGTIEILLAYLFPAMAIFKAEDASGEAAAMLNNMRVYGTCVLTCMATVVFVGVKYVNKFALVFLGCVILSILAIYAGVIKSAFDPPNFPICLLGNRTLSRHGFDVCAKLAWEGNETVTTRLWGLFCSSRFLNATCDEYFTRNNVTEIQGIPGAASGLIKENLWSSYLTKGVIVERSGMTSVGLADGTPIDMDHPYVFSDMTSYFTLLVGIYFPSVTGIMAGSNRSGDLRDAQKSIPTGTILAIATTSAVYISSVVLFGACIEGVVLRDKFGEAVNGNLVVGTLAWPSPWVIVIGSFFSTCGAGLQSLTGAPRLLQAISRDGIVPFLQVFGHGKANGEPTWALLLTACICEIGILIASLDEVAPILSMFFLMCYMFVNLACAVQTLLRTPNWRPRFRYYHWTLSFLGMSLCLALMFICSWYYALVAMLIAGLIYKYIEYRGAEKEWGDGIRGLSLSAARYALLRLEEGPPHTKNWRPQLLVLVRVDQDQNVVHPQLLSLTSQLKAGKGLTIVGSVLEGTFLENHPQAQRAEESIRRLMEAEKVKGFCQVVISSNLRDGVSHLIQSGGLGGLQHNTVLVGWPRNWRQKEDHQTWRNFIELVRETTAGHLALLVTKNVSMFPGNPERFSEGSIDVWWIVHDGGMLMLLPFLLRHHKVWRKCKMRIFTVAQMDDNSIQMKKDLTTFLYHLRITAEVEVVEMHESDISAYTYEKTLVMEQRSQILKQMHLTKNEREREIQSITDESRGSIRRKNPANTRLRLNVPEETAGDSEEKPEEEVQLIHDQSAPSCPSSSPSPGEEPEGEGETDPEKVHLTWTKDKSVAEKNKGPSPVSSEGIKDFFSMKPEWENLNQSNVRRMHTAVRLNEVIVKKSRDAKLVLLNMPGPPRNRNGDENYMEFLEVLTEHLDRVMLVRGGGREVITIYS
# EBV gp42 block: Epstein-Barr virus gp42 inhibitors, primary screen, biochemical, uHTS, fluorescence polarization; 220,000 compounds, 0.42% hits; inhibition, % (tested at 21.74 µM); Glycoprotein 42 (Epstein-Barr virus (strain AG876)), Q1HVG2; Fluorescence polarization binding assay, mP read-out; in the data active = inhibition above about 50%
# MDM2 E3 inh: MDM2-luciferase reporter signal enhancers, primary screen, MDM2 E3 ligase inhibitor project, cell-based, luminescence, 1536-well; E3 ubiquitin-protein ligase Mdm2 (Homo sapiens), Q00987; cell-based MDM2 ubiquitination luciferase reporter, 2 h; 0 = plate control, 100 = twice control, blank-subtracted; signal enhancement, % at 5 µM; 210,000 compounds, 0.11% hits; AID 1230, 2008;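 active = signal enhancement of 30% or more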;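 also: luminescence tracks abundance of the self-degrading MDM2-luciferase fusion protein; higher signal means inhibition of MDM2 E3 ligase activity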
#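 Buffer or medium: Cells held in DMEM | Assay system: Stable mammalian line carrying autodegrading MDM2–luciferase fusion reporter | Quantity: 2000 cells/well | Times: 4 h settle plus 2 h compound, 37 °C | Doses: One concentration, 5 µM, with 0.2% DMSO | Technique: Luminescence with SteadyLite reagent, 15 min at room temperature | Benchmarks: Plate controls and plate blanks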
# The depositor's hits bear a star; . = no result given; [ ] = dose if it differs, or a comment.
SMILES,Rad51 HR inh,L929 necroptosis,m-calpain inh,PERK inh,TNF death inh,eIF4E-4G inh,KCC2 mod,EBV gp42 block,MDM2 E3 inh
COc1ccc(C(=O)NCc2c(CC(C)C)oc(C)c2C(=O)O)cc1,-4,-0.3,-23,-0.2,-0.4,6,-0.46,-8,1
CC(=O)c1sc(-c2ccccc2)nc1C,7,0.8,17,1.1,-0.4,4,0.019,-3,-14
O=C(O)CCCNS(=O)(=O)Cc1ccccc1,-2,0.2,15,-0.1,0.8,-33,-0.12,-10,-8
COc1cccc(C(=O)CN2CCN(S(=O)(=O)c3cccc([N+](=O)[O-])c3)CC2)c1,8,0.3,-1,0.7,0.7,-1,-1.1,-13,-17
Cc1ccc(S(=O)(=O)N(C)CC(=O)O/N=C(\N)c2cccc([N+](=O)[O-])c2)cc1,0,0.8,29,0.6,1.7,4,-0.54,-4,-1
CCOC(=O)CCC(=O)NCc1ccc2[nH]c(C)cc2c1,0,0.0,19,-0.5,-1.8,-3,-0.1,-3,-4
CCS(=O)(=O)NC(C)C(c1cccs1)N1CCN(c2ccc(F)cc2)CC1 (stereo unspecified),-3,2.1,-11,0.7,1.5,-4,0.82,-13,-18
CCCc1nc(SCc2cccnc2)c2c(=O)n(C)c(=O)n(C)c2n1,5,-0.6,10,-0.6,-5.6,5,-1.6,-4,-15
CCOc1ccccc1N(C(=O)c1ccccc1Cl)C1=NC(C)(C)CS1,5,-0.8,19,0.3,0.7,-4,-2.1,-5,-7
CN(C(=O)CS(=O)(=O)c1cn(CC(=O)N2CCOCC2)c2ccccc12)c1ccccc1,8,0.4,-1,0.3,0.5,-2,0.43,-5,-11
Cc1cccc(-n2c(C)cc(/C=N/NC(=O)c3cccc([N+](=O)[O-])c3C)c2C)c1,3,1.0,-306,-0.8,-2.6,-12,-0.066,9,-5
Cc1ccc(C(=O)NC(=S)Nc2cc(C(F)(F)F)ccc2Cl)cc1,6,0.6,16,1.6,-2.8,0,.,-17,-10
CCOC(=O)c1cn(CC#N)c2cc(F)c(F)cc2c1=O,8,2.0,-6,1.3,0.8,6,0.3,-12,-5
CC1(C)OC(=O)N(CC(=O)Nc2ccccc2)C1(C)O (stereo unspecified),-5,3.2,-13,0.5,1.0,6,-0.13,0,-7
COc1cc(C(=O)O)c2ccccc2n1,-6,2.6,6,1.0,0.2,-1,-0.67,-18,2

# (listing goes on)
SMILES,Rad51 HR inh,L929 necroptosis,m-calpain inh,PERK inh,TNF death inh,eIF4E-4G inh,KCC2 mod,EBV gp42 block,MDM2 E3 inh
O=C(NC1CCCCC1NC(=O)c1ccco1)c1ccco1 (stereo unspecified),-6,-0.4,4,-0.8,-1.9,0,0.18,-2,-8
CC[C@@H](C)[C@@H](C(=O)N1CCN(C(=O)OC(C)(C)C)CC1)n1cc(CCCN=C(NC(=O)OC(C)(C)C)NC(=O)OC(C)(C)C)nn1,8,0.7,-5,0.8,1.7,-1,-1.3,-7,.
O=c1[nH]c(CSc2ncnc3sccc23)nc2ccccc12,2,0.6,-11,-0.2,0.6,-11,-1.4,-3,.
CC(C)NC(=S)N/N=C1\CCCCc2ccccc21,-6,0.2,20,0.5,-0.8,4,2.7,-8,-12
CCCCN(CCCC)S(=O)(=O)c1ccc2[nH]c(=O)[nH]c2c1,4,-0.4,23,-0.4,-1.4,7,-0.64,-15,-6
CCOC(=O)c1[nH]ncc1CN1CCCC(C(=O)c2ccc(OC)cc2C)C1 (stereo unspecified),20,-0.4,-9,1.3,1.2,2,1.2,0,-9
CCCCN1C(=O)NC(NC(=O)c2ccco2)(C(F)(F)F)C1=O (stereo unspecified),-6,0.4,-15,0.6,-0.9,5,2.1,2,1
O=C(CCC(=O)N1CCN(S(=O)(=O)c2ccccc2)CC1)c1cccs1,-1,-0.4,-66,-0.4,-1.4,-13,-0.063,-20,0
CCOC(=O)c1[nH]c2ccccc2c1NC(=O)NC1CCCCC1,4,0.6,17,-0.3,1.2,1,.,-9,-19
Cn1c(=O)c2ncn(CC(=O)Nc3cc(C(F)(F)F)ccc3N3CCOCC3)c2n(C)c1=O,-8,-0.1,-5,-0.3,-0.7,-3,1.6,-6,-10
Cc1ccc2cc(C)c(N3CCC(C)CC3)nc2c1,.,0.8,13,1.1,0.3,2,1.2,-2,-16
O=C(O)CC(CC(=O)Nc1ccccc1C(=O)O)c1ccccc1 (stereo unspecified),-7,0.3,-20,0.1,3.1,-3,0.015,-9,-2
O=C(CSc1n[nH]c(-c2ccccc2O)n1)N1CCCc2ccccc21,-1,0.3,-3,-0.3,-5.6,1,0.12,1,-2
COc1cccc(CNCCN2CCOCC2)c1OC,5,1.0,9,0.2,1.0,-6,0.14,-9,-5
COc1ccc(CCNC(=O)C(=O)N/N=C/c2cccs2)cc1OC,-6,10,-44,0.8,0.5,0,0.038,0,-15

# Random excerpt: two compounds from above, in no set order.
SMILES,Rad51 HR inh,L929 necroptosis,m-calpain inh,PERK inh,TNF death inh,eIF4E-4G inh,KCC2 mod,EBV gp42 block,MDM2 E3 inh
COc1ccc(C(=O)NCc2c(CC(C)C)oc(C)c2C(=O)O)cc1,-4,-0.3,-23,-0.2,-0.4,6,-0.46,-8,1
CCOC(=O)c1[nH]ncc1CN1CCCC(C(=O)c2ccc(OC)cc2C)C1 (stereo unspecified),20,-0.4,-9,1.3,1.2,2,1.2,0,-9

# More records:
SMILES,Rad51 HR inh,L929 necroptosis,m-calpain inh,PERK inh,TNF death inh,eIF4E-4G inh,KCC2 mod,EBV gp42 block,MDM2 E3 inh
Nc1nc(SCC(=O)Nc2ccc(OCc3ccccc3)cc2)n[nH]1,-37,0.2,24,0.2,1.0,-1,0.39,-5,-8
O=C(N/N=C/c1ccccc1OC(F)F)c1cc(-c2ccncc2)nc2ccccc12,7,-0.9,-71,1.2,-6.4,5,-1.3,-14,0
COc1ccc(N=Cc2nc(-c3ccccc3)oc2OC(=O)c2ccccc2)cc1,.,0.6,-44,0.9,-1.3,6,-0.45,-15,-4
CCS(=O)(=O)c1nc(S(=O)(=O)c2ccc(C)cc2)c(NCc2ccccn2)s1,.,0.7,18,1.8,0.5,-1,-0.081,-9,-26
CCO[C@@H]1OC(C(=O)N2CCCCCCC2)=C[C@H](c2ccc(C(F)(F)F)cc2)[C@H]1CCCO,.,0.3,8,0.1,1.5,0,-0.083,-12,.
COC(=O)c1cn(NC(=O)c2ccccc2[N+](=O)[O-])c(=O)c2ccccc12,.,1.2,14,-0.6,0.4,-5,-0.67,7,-11
Cc1cc(NC(=O)c2ccc(N3C(=O)C4C5C=CC(C5)C4C3=O)cc2)no1 (stereo unspecified),4,10.0,2,0.0,1.1,2,0.055,-6,-1
Cc1c(NC(=O)CN2c3ccccc3CC2C)c(=O)n(-c2ccccc2)n1C (stereo unspecified),5,0.7,10,0.5,0.5,1,1.2,1,-8
COc1cc(/C=C2\SC(=O)N(c3ccc(O)cc3)C2=O)cc(OC)c1OC,.,0.8,-28,-0.6,-4.1,3,-0.69,0,-1
CCOc1cc(C(=O)CCC(=O)OCC(=O)N2c3ccccc3NC(=O)C2(C)C)ccc1O,1,-0.1,8,-0.1,-3.1,-3[fluorescence artefact?],-0.33,-20,-20
CCOc1ccc(NC(=O)c2csc3c2CCCC3)cc1,.,.,-15,0.1,0.6,4,0.92,-7,.
COc1ccccc1C1c2c(oc3ccc(Cl)cc3c2=O)C(=O)N1c1cc(C)on1 (stereo unspecified),.,-0.2,.,0.8,-2.2,.,0.3,.,.
O=[N+]([O-])c1ccccc1S(=O)(=O)N1CCCCC1,-5,-1.1,19,0.1,-0.6,-17,1.1,-9,5
CC1CC2C3CCC4=CC(=O)C=CC4(C)C3(F)C(O)CC2(C)C1(O)C(=O)CO (stereo unspecified),.,65,-11,0.3,0.2,0,-0.14,-7,-5
COc1nc(N(CC(N)=O)S(=O)(=O)c2ccccc2)nc(C)c1Cl,-1,-0.7,-2,-0.2,-2.1,0,-0.8,-18,.

# Remaining list, next part:
SMILES,Rad51 HR inh,L929 necroptosis,m-calpain inh,PERK inh,TNF death inh,eIF4E-4G inh,KCC2 mod,EBV gp42 block,MDM2 E3 inh
Cc1ccc(NC(=O)CC2S/C(=N/c3nccs3)N(C)C2=O)c(C)c1 (stereo unspecified),-9,-0.6,-16,0.7,0.1,-12,.,0,-3
Cn1nnnc1SCC(=O)N1CCN(c2ccccc2)CC1,0,0.8,17,0.5,0.6,-2,.,-11,-7
N#C/C(=C(/O)c1ccc([N+](=O)[O-])cc1)c1nnc2n1CCCCC2,0,3.1,-17,0.9,-0.2,-1,0.16,4,-3
Cc1onc(-c2c(Cl)cccc2Cl)c1C(=O)N1CCN(c2ccccc2)CC1,20,0.8,0,0.0,-2.4,5,-0.44,13,-10
COc1ccc(OC)c(CNC(=O)C2CCCN(C(=O)N(C)C)C2)c1 (stereo unspecified),3,-0.7,-13,-0.6,1.5,-4,2.4,-12,-14
OC1=C(O)c2nc3ccccc3nc21,4,0.3,-12,0.9,-3.7,-15,.,-7,-39
CN(CCCC1CCCC1)C(=O)CCc1nnc(-c2ccccc2)o1,.,0.1,14,-0.2,0.4,-2,-2.9,-17,-8
Cc1cccc(OC(C)C(=O)N2CCCc3ccccc32)c1 (stereo unspecified),7,-0.1,19,0.6,1.5,3,0.053,-13,1
Cc1c(NC(=O)C(C)Oc2ncnc3ccccc23)c(=O)n(-c2ccccc2)n1C (stereo unspecified),6,0.1,4,1.4,0.0,-2,.,-16,-17
CN(CCC#N)C(=O)CC1(Cc2ccccc2)CCOC(C)(C)C1 (stereo unspecified),8,0.6,-13,-1.1,-1.3,-2,0.42,17,-41
CCOP(=O)(c1ccc(N(C)C)cc1)C(O)c1cc(OC)c(OC)c(OC)c1 (stereo unspecified),5,0.1,-16,-0.1,-0.4,-4,-0.12,8,-24
O=C(c1ccc2c(c1)OCO2)N1CCN=C1SCc1ccccc1,4,2.2,-11,0.0,-0.5,1,-1.3,-13,-23
Cc1ccccc1Nc1nnc(SCc2nc3ccccc3c(=O)[nH]2)s1,-4,0.8,5,0.1,-0.5,-1,0.027,-1,-8
CCN=C1SC(C(=O)Nc2ccc(OC)cc2)CC(=O)N1CC (stereo unspecified),.,-0.6,10,-0.1,0.2,1,.,-10,0
